High-throughput results: PubChem, National Center for Advancing Translational Sciences (NCATS)
GAA glycogen mod = inhibitors or activators of human alpha-glucosidase glycogen cleavage. P10253. recombinant GAA, glycogen substrate, Amplex Red glucose oxidase fluorescence. Potency, µM (titrated, usually from 76.4 µM), without a hit: at the highest dose activity change, negative = inhibition, usual class: inhibitors. actives 0.38% (n = 300,000). AID 2100; active = well fitted inhibition curve with a large enough effect;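 note: 0% = full enzyme reaction and -100% = no-enzyme basal signal; the screen sought inhibitors and activators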
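Natural-substrate format: glycogen cleavage by 4 nM human enzyme, glucose read by Amplex Red coupling (Ex 573, Em 610 nm). Normalized to enzyme and no-enzyme controls.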
The depositor's hits bear a star; & = joins results of further samples; [ ] = remark or other dose. Potency is the fitted concentration of half-maximal effect. Not all compounds are listed; rates above refer to the full screens.

#	Molecule	GAA glycogen mod
1	CCN(CC)C(=O)CSc1nc2c(c(=O)n(C)c(=O)n2C)n1Cc1ccccc1	15%[76.3 µM]
2	Cc1ccc2c(c1)cc1c(=O)n(CC(=O)NC3CCCCC3)nc(C)n12	12%[76.3 µM]
3	COc1ccc(NC(=O)CCCn2cnc3ccccc3c2=O)c(OC)c1	-2%
4	Cc1cc(NCc2ccccc2Cl)n2cnnc2n1	9%[76.3 µM]
5	Cc1ccc2nc(-c3ccsc3)c(Nc3ccc(C(C)C)cc3)n2c1	-17%[76.3 µM]
6	CC(=O)Nc1ccc(S(=O)(=O)Nc2ccccc2C(=O)N2CCCCCC2)cc1	-9%[76.3 µM]
7	Cc1ccc(NC(=O)CN2CCOCC2)cc1Cl	1%
8	COc1ccc(OC2CCN(S(=O)(=O)c3ccc(C(C)=O)cc3)CC2)cc1	-5%
9	CCOC(=O)C1CCCN(CCC(=O)Nc2ccc(OC)cc2OC)C1 (stereo not given)	-2%[76.3 µM]
10	CCCn1cnc2cc(NC(=O)c3cc(OC)c(OC)c(OC)c3)ccc21	6%[76.3 µM]
11	CCc1c(C)nc2nncn2c1NCc1ccc(OC)cc1	12%[76.3 µM]
12	COc1cccc(NC(=O)CC2Oc3ccccc3NC2=O)c1 (stereo not given)	0%
13	Cc1cc(NS(=O)(=O)c2cccc([N+](=O)[O-])c2)no1	2%[76.3 µM]
14	COc1cccc(C(CNC(=O)C(c2ccccc2)c2ccccc2)N(C)C)c1 (stereo not given)	-19%
15	COc1ccccc1NC(=O)C1=C(C)Nc2nc(SC)nn2C1c1ccccc1Cl (stereo not given)	-27%[76.3 µM]
16	CC(C)c1ccc(NC(=O)c2cccc(NC3=NC4CS(=O)(=O)CC4S3)c2)cc1 (stereo not given)	0%[76.3 µM]
17	CCN1C(=S)N[C@@H](CCc2ccccc2)[C@H](C(=O)OC)[C@H]1C	-10%&2%[76.3 µM]
18	Cc1ccc2c(c1)N(CC(=O)NCC1CCCO1)C(=O)CO2 (stereo not given)	8%[76.3 µM]
19	Cc1ccc(S(=O)(=O)Nc2ccc3[nH]ccc3c2)cc1	0%
20	COc1ccccc1CNC(=O)C1CCN(c2nnc(C)c3c(C)n(-c4ccccc4)nc23)CC1	1%[76.3 µM]
21	COc1cccc2c1CCc1c-2nc2ccccc2c1C(=O)O	1%
22	CNC(=O)CCCN1C(=O)c2ccccc2Sc2ncccc21	1%
23	COc1ccc(N(CC(=O)NCCSCc2ccc(C)cc2)S(=O)(=O)c2ccccc2)cc1	-8%[76.3 µM]
24	CCC(=O)N1CCc2cc(Br)cc(S(=O)(=O)N3CCC(C(=O)NCCCOC(C)C)CC3)c21	-22%[76.3 µM]
25	Cc1cc(=O)oc2cc(OCCc3ccccc3)ccc12	-1%

Individual results from the results shown:
Reading for COc1cccc(C(CNC(=O)C(c2ccccc2)c2ccccc2)N(C)C)c1 (stereo not given) under GAA glycogen mod: -19%
Reading for Cc1ccc2nc(-c3ccsc3)c(Nc3ccc(C(C)C)cc3)n2c1 under GAA glycogen mod: -17%[76.3 µM]
Reading for COc1ccccc1CNC(=O)C1CCN(c2nnc(C)c3c(C)n(-c4ccccc4)nc23)CC1 under GAA glycogen mod: 1%[76.3 µM]
Reading for CC(C)c1ccc(NC(=O)c2cccc(NC3=NC4CS(=O)(=O)CC4S3)c2)cc1 (stereo not given) under GAA glycogen mod: 0%[76.3 µM]
Reading for COc1cccc(NC(=O)CC2Oc3ccccc3NC2=O)c1 (stereo not given) under GAA glycogen mod: 0%
Reading for COc1ccc(OC2CCN(S(=O)(=O)c3ccc(C(C)=O)cc3)CC2)cc1 under GAA glycogen mod: -5%

Remaining list, next part.
#	Molecule	GAA glycogen mod
26	CCN1CCN(c2ccc(S(=O)(=O)N3CCCCC3)cc2NC(=O)COc2ccc(Cl)c(C)c2)CC1	-14%[76.3 µM]
27	COc1ccc(CN2C(=O)c3cccnc3C2=O)cc1S(=O)(=O)N1CCCCC1C (stereo not given)	-4%[76.3 µM]
28	CCn1cc(CN2CCC(n3nccc3NC(=O)CCOc3ccccc3)CC2)c(C)n1	1%[76.3 µM]
29	CCN(CC)c1ccc(/C=N/NC(=O)CNC(=O)/C=C/c2ccco2)cc1	-2%
30	COc1cccc(NC(=O)CN(C)C(=O)CNC(=O)c2ccccc2F)c1	5%
31	NC(=O)c1nsc(C(=O)N(c2ccccc2F)C(C(=O)NCc2ccccc2)c2ccc(O)cc2)c1N (stereo not given)	-5%[76.3 µM]
32	Cc1ccc2oc(C(=O)Nc3ccc(S(=O)(=O)Nc4ncccn4)cc3)cc(=O)c2c1	3%[76.3 µM]
33	CC(C)[C@@H](C(=O)NC1CCN(Cc2ccccc2)CC1)N1C(=O)N2CCc3c([nH]c4ccccc34)[C@@]2(C)C1=O	-6%[76.3 µM]
34	COc1ccc(Cc2nnc(NC(=O)C3CC(=O)N(c4ccccc4)C3)s2)cc1OC (stereo not given)	9%
35	Cc1noc(C(=O)Nc2ccc(F)cc2F)c1Cl	-8%
36	CC(C)N(Cc1ccccc1)C(=O)C1CCN(c2ncnc3c2nc2n3CCCCC2)CC1	-12%[76.3 µM]
37	COc1ccc(NC(=O)NNC(=O)C(C)Oc2ccc(C(C)C)cc2)c(OC)c1 (stereo not given)	-6%[76.3 µM]
38	COc1cc(C2NC(=O)NC(c3ccccc3)=C2C(C)=O)c(Br)c(Br)c1O (stereo not given)	-8%[76.3 µM]
39	COC(=O)/C=C1/S/C(=N/NC(=O)c2ccc(OC)cc2)NC1=O	-3%[76.3 µM]
40	O=C(Nc1cccc(Cl)c1Cl)C1CCCO1 (stereo not given)	1%[76.3 µM]
41	Cc1cccc(OCCCCn2c(C3CC(=O)N(c4ccc(C)cc4C)C3)nc3ccccc32)c1 (stereo not given)	-15%[76.3 µM]
42	CCN(CC)S(=O)(=O)c1ccc(N/N=C(\C)c2cccnc2)nc1	5%
43	Cc1ccc(S(=O)(=O)NC2CC2)cc1[N+](=O)[O-]	14%[76.3 µM]
44	Cc1cccc(CCNC(=O)C2CCCN(S(=O)(=O)c3ccc4c(c3)oc(=O)n4C)C2)c1 (stereo not given)	-8%[76.3 µM]
45	O=C(C1=C(O)C(=O)N(CC2CCCO2)C1c1ccccc1F)c1ccco1 (stereo not given)	-4%
46	CC1=C(CC(=O)NCC(=O)NCC(=O)O)c2cc(F)ccc2/C1=C/c1ccc(S(C)=O)cc1 (stereo not given)	2%
47	CS(=O)(=O)c1ccc(NC(=O)CN2C(=O)C3CCCCC3C2=O)cc1 (stereo not given)	-4%[76.3 µM]
48	COC1CCN(Cc2c(C(=O)N3C[C@@H](C)O[C@@H](C)C3)nc3ccc(Cl)cn23)CC1	5%[76.3 µM]
49	CCn1cc(C(=O)N[C@@H](C)C(=O)NCCCN2CCOCC2)c(=O)c2cc3c(cc21)OCO3	1%[76.3 µM]
50	Cc1ccc(S(=O)(=O)N2CCCCC2)c2nsnc12	-12%
51	O=C(Nc1ccc(Br)cn1)c1ccc(Cl)s1	7%
52	N#CCCn1nc(-c2ccccc2)c2ccccc2c1=O	11%[76.3 µM]
53	CC1=CC2=NC(=O)CC(C)(C(=O)N(CC(=O)NC3CCCC3)Cc3ccc(Cl)cc3)N2C=C1 (stereo not given)	3%
54	COc1ccc(C(NC(C)=O)c2nccc3cc(OC)c(OC)cc23)cc1OC (stereo not given)	0%[76.3 µM]
55	COC(=O)C1=C(C)N(Cc2ccccc2)C(=NCc2ccc3c(c2)OCO3)N[C@H]1c1ccccc1	19%[76.3 µM]
56	COc1cc(C(=O)NCC(=O)OCC(=O)c2cccc3ccccc23)cc(OC)c1OC	0%[76.3 µM]
57	Cc1ccc(NC(=O)c2ccc(Cl)cc2Cl)c(C(=O)c2ccccc2)c1	8%[76.3 µM]
58	COc1cccc(CN2CC(C(=O)NCCc3ccc(C)s3)CCC2=O)c1 (stereo not given)	-7%[76.3 µM]
59	COc1ccccc1C1c2[nH]c3ccccc3c2C[C@H]2C(=O)N(C3CCN(Cc4ccccc4)CC3)CC(=O)N12 (stereo not given in full)	1%
60	Cc1ccc(-c2n[nH]c(=S)n2/N=C/c2ccc(C(=O)O)cc2)cc1	-8%
61	O=C(Nc1ccc(S(=O)(=O)N2CCCCC2)cc1)C1CCCO1 (stereo not given)	-12%
62	O=C(NCCc1c[nH]c2ccccc12)C(=O)c1c[nH]c2ccccc12	-11%[76.3 µM]
63	Cc1ccc(C(C)C)c(OCCCn2ccnc2C)c1	18%[76.3 µM]
64	CS(=O)(=O)N1CCN(C(=O)Cc2ccc(Br)cc2)CC1	16%[76.3 µM]
65	COc1cc2ccccc2cc1C(=O)Nc1ccc2oc(-c3cccc(C)c3)nc2c1	-4%[76.3 µM]
66	COc1cc2c(cc1NC(=O)COCC(=O)O)oc1ccccc12	-4%
67	O=S(=O)(Nc1ccccc1N1CCCCC1)c1ccccc1	-16%[76.3 µM]
68	C=C1CCC[C@]2(C)C[C@H]3OC(=O)C(CN(C)CC(OC)OC)[C@H]3CC12 (stereo not given in full)	2%
69	Cc1ccc(-c2nc(CS(=O)(=O)CC(=O)NC(C)CCc3ccccc3)c(C)o2)cc1 (stereo not given)	-29%[76.3 µM]
70	Cc1ccc(S(=O)(=O)c2c(Nc3cc(F)ccc3F)sc(C(=O)c3ccc(F)cc3)c2N)cc1	-19%[76.3 µM]
71	CCCCN(C)CCCNC(=O)Cn1ncc2c3ccccc3n(Cc3ccccc3)c2c1=O	-3%[76.3 µM]
72	CN(C)S(=O)(=O)c1cccc(NC(=O)c2ccccc2OCc2ccc(F)cc2)c1	-11%
73	CC1=C(C(=O)OC2CCCCC2)C(c2ccccc2F)NC(=O)N1 (stereo not given)	3%
74	Cn1c(Nc2ccccc2)nc2ccccc21	-11%[76.3 µM]
75	O=C(CSc1ncnc2c1cnn2-c1ccc(F)cc1)NC1CCCC1	0%[76.3 µM]

(list continues)
#	Molecule	GAA glycogen mod
76	COc1ccc(CNC(=O)CCc2c(C)c3cc4c(C)c(C)oc4cc3oc2=O)cc1	-1%[76.3 µM]
77	COc1ccc(NC(=O)c2c(NC(=O)c3ccc(Br)cc3)sc3c2CCCC3)cc1	-1%[76.3 µM]
78	COc1ccc(CCNC(=O)CSCc2nc(-c3cccc(C)c3)oc2C)cc1OC	-4%[76.3 µM]
79	CCCOc1ccc(C2=CSC3=NCCN23)cc1Cl	0%
80	COc1ccc(C)cc1Nc1nc2c(S(=O)(=O)c3cccc(Cl)c3)nnn2c2ccsc12	-5%[76.3 µM]
81	O=C(CC1CCCCC1)NCc1ccc(Cl)cc1	-11%[76.3 µM]
82	COCCn1cnc2c1c(=O)n(CC#N)c(=O)n2Cc1ccccc1	6%
83	CCN(CC)CCNC(=O)c1[nH]c2ccccc2c1Sc1ccc(Cl)cc1	5%[76.3 µM]
84	C/C(=N\NC(=O)C1CC1)c1ccc(OC(F)F)cc1	-10%
85	COc1cc(CNn2cn[nH]c2=S)ccc1OCC(=O)NC(C)(C)C	-2%[76.3 µM]
86	COc1ccc(CN2CCNC(=O)C2CC(=O)N(C)CCc2cnn(C)c2)c(F)c1 (stereo not given)	-2%[76.3 µM]
87	CCc1cccc(CC)c1NC(=O)C1CCC(CNS(=O)(=O)c2cccc3nsnc23)CC1 (stereo not given)	14%[76.3 µM]
88	Cc1oc(-c2ccccc2F)nc1CN1CCC(C(=O)NCCc2ccc(Cl)cc2)CC1	15%[76.3 µM]
89	CCN1CCN(CC(=O)Nc2ccc(C(C)=O)cc2)CC1	8%
90	COc1ccc2c(CC(=O)N[C@@H](Cc3c[nH]c4ccccc34)C(=O)O)cc(=O)oc2c1	-5%
91	C=CCNC(=O)C1=NN(c2c(F)c(F)cc(F)c2F)C(=O)CC1	-2%
92	COc1ccc(CC(C)CC(=O)NCCc2ccc(OC)c(OC)c2)cc1 (stereo not given)	4%
93	CCCN(CCC)CCCNC(=O)c1cn(CC)c2ccc(S(=O)(=O)N3CCOCC3)cc2c1=O	6%[76.3 µM]
94	O=C(Cn1nc([N+](=O)[O-])nc1Br)NC1CCCCC1	-1%
95	CC1CCCCC1Nc1nc2ccc(Cl)cc2n2cnnc12 (stereo not given)	-1%
96	CC(C)NC(=O)Cn1ncn2c(cc3cc(F)ccc32)c1=O	7%[76.3 µM]
97	CCS(=O)(=O)Nc1cc2c3c(c1)CCC(=O)N3CCC2	-6%[76.3 µM]
98	Cc1cc(NC(=O)C2CCN(S(=O)(=O)c3cccc4nsnc34)CC2)ccc1Br	18%[76.3 µM]
99	COc1ccc(Cl)cc1NC(=O)NCc1ccccn1	8%[76.3 µM]
100	COc1cc(CNc2ccccc2)c([N+](=O)[O-])cc1OC	-12%[76.3 µM]
101	COc1ccc(-c2cc3nc(C)c(CCC(=O)N4CCN(c5cc(C)ccc5C)CC4)c(C)n3n2)c(OC)c1	-3%[76.3 µM]
102	COc1ccc(-c2nc(CSCC(=O)NCCCN3CCCC3=O)c(C)o2)cc1OC	3%[76.3 µM]
103	CCc1ccc(/C=C2/SC(=S)N(CCCC(=O)Nc3ccccc3C(=O)O)C2=O)cc1	-3%[76.3 µM]
104	COCCn1cnc2c1c(=O)n(CC(=O)NCC(F)(F)F)c(=O)n2Cc1ccccc1	-5%

An excerpt of these results, with each value named:
102. COc1ccc(-c2nc(CSCC(=O)NCCCN3CCCC3=O)c(C)o2)cc1OC
  GAA glycogen mod: 3%[76.3 µM]

103. CCc1ccc(/C=C2/SC(=S)N(CCCC(=O)Nc3ccccc3C(=O)O)C2=O)cc1
  GAA glycogen mod: -3%[76.3 µM]

Three entries from above, as labelled records.
52: N#CCCn1nc(-c2ccccc2)c2ccccc2c1=O
  GAA glycogen mod = 11%[76.3 µM]

74: Cn1c(Nc2ccccc2)nc2ccccc21
  GAA glycogen mod = -11%[76.3 µM]

89: CCN1CCN(CC(=O)Nc2ccc(C(C)=O)cc2)CC1
  GAA glycogen mod = 8%
